HCMV antiviral: blocks human cytomegalovirus replication; HFF cells, HCMV-luciferase reporter, 72 h; hits give low values; activity change, negative = inhibition, % at 57.5 µM; actives 4.5% (n = 410,000); in the data active = activity change below about -60%; inconclusive = no clear call, values can overlap the other calls; inactive = above about -39%
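After 16 h attachment at 37C, HFF cells received test compound and HCMV-luciferase (1 PFU/cell); reporter luminescence read 72 h later, data normalized against buffer-only and known inhibitor Salinomycin.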
FBPA Giardia inh: inhibitors of Giardia lamblia fructose-1,6-bisphosphate aldolase; A8B2U2; purified Giardia FBPA; Potency, µM (highest dose often 59.6 µM), for the others: at the top dose activity, negative = inhibition, actives largely listed as inhibitors; actives 0.71% (n = 290,000); AID 2451; also: potency is read from the fitted curve at half-maximal effect; nearly all actives have a fitted effect of over 55% in size
Target sequence (A8B2U2 whole entry, looked up): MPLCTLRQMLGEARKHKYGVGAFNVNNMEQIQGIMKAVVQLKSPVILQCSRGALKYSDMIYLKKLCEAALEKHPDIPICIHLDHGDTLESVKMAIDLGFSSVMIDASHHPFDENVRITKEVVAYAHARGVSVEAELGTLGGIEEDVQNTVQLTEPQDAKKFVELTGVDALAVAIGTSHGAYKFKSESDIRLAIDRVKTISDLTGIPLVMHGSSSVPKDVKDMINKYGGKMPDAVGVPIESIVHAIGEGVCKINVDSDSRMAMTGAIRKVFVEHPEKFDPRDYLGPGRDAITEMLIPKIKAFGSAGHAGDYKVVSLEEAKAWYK
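40 nM FBPA preincubated 10 min at RT with compound (up to 57.5 uM final), then substrate plus GAPDH/TPI/NAD/arsenate coupling and diaphorase/resazurin added. Fluorescence read after 20 min at RT, 525/598 nm.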
Sm TGR inh: inhibitors of Schistosoma mansoni thioredoxin glutathione reductase; purified TGR, DTNB reduction, TNB absorbance 405 nm; actives 3% (n = 360,000); AID 485364; Potency, µM (top dose mostly 114 µM), for the others: at the top dose activity change, negative = inhibition, usual class: inhibitors; Q962Y6; also: potency is read from the fitted curve at half-maximal effect; nearly all actives have a fitted effect of over 60% in size
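First, TGR (20 nM dispensed) and NADPH were mixed with compound. Second, a 15 min room-temperature incubation followed. Third, further NADPH and then DTNB were added to start the reaction. Finally, TNB absorbance was monitored kinetically.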
HCV inh: inhibitors of hepatitis C virus infection. Huh7.5.1 HCVcc-Cre infection, luciferase reporter, 44 h. Potency, µM (series often up to 41.8 µM), without a hit: at the top dose activity change, negative = inhibition, usual class: inhibitors. actives 3.4% (n = 340,000). AID 651820; also: potency is read from the fitted curve at half-maximal effect
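HCVcc-Cre virus at an moi near 0.5 was added right after compound to cells cultured 4 h from seeding (1,000 cells/well). Luciferase activity was determined 44 h later, 15 min after substrate addition at RT.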
AmpC inh detg: blocks E. coli AmpC beta-lactamase in detergent assay | P00811 | AmpC hydrolysis of nitrocefin, absorbance 480 nm, 0.01% Triton | Potency, µM (series often up to 114 µM), for inactives: top-dose activity change, negative = inhibition, hits mostly inhibitors | actives 0.041% (n = 370,000) | AID 485294;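 also: potency is read from the fitted curve at half-maximal effect; 0% = no-compound wells and -100% = no-enzyme wells; nearly all actives have a fitted effect of over 25% in size; some results filed as inactive show a strong effect at the top dose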
Target sequence (P00811 whole entry, looked up): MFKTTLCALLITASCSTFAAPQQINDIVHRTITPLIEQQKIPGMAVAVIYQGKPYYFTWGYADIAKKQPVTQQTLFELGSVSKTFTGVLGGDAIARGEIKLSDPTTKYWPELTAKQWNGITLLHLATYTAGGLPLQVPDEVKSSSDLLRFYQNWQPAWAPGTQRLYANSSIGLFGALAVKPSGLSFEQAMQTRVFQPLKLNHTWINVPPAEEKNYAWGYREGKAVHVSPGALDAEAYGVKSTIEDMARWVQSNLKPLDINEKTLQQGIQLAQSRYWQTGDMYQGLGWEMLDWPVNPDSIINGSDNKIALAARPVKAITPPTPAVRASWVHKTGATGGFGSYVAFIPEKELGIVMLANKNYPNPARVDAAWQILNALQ
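AmpC (5.3 nM in the dispensed reagent) in 20 mM phosphate pH 7.0 with 0.01% (detergent screen) or 0.0001% Triton X-100 was preincubated with compounds for 15 min at room temperature. Nitrocefin was then added from an 800 uM solution, and hydrolysis was followed at 480 nm.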
AMA1-RON2 inh: inhibitors of Plasmodium falciparum AMA1-RON2 interaction. AID 720542. actives 0.2% (n = 360,000). AlphaScreen AMA1-biotinylated RON2 peptide binding. Potency, µM (doses to about 58.2 µM), inactives show at the top dose activity change, negative = inhibition, actives largely listed as inhibitors;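 also: potency is read from the fitted curve at half-maximal effect; 0% = vehicle wells and -100% = peptide control; nearly all actives have a fitted effect of over 45% in size; some results filed as inactive show a strong effect at the top dose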
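AMA1 (3D7) with his tag at 25 nM final met compounds first, then biotinylated RON2 peptide at 25 nM; detection used donor plus acceptor beads, 10 µg/mL apiece, read by AlphaScreen after 30 min at room temperature.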
Numbers without * were called inactive; ? = inconclusive; · = not tested or not shown; & = joins results of further samples; [ ] = dose if it differs, or a comment. Unless noted, calls follow the shape of the dose curve; as a rule, active = well fitted curve in the direction sought with a large enough effect; inconclusive = small, poorly fitted or top-dose-only effect, or another doubt; inactive = no such curve, though single readings can be large; an effect the other way counts as inactive or inconclusive. Unless noted, % is scaled to controls: 0 for no effect and ±100 for the full control effect.

SMILES	HCMV antiviral	FBPA Giardia inh	Sm TGR inh	HCV inh	AmpC inh detg	AMA1-RON2 inh
Cc1[nH]c2ccccc2c1-c1nc(N)sc1C	-27	5%	5%	1%	3%	51%[activator]
Clc1cccc(-c2cc3nc4c(c(N5CCOCC5)n3n2)CCCC4)c1	-20	-8%	13%	?	-11%	29%
O=C(Nc1cc2c3c(c1)CC(=O)N3CCC2)c1ccccc1Br	-11	·	-7%	10µM*	-9%	8%
Cc1nc2ncnn2c(N2CCCC(C(=O)Nc3ccc4c(c3)CCC4)C2)c1C (stereo unspecified)	-101*	0%	-7%	10µM*	-5%	-9%
O=C(OCC(=O)N1CCCC1=O)c1ccc(F)c(S(=O)(=O)N2CCOCC2)c1	6	-2%	1%	25%	?	-9%
COc1ccc(-c2nn(-c3ccccc3)cc2/C=N/NC(=O)c2ccc3c(c2)OCO3)cc1	·	0%	3%	·	7%	·
O=C(NC1CCCCCC1)c1ccc(OCC2CCCO2)cc1 (stereo unspecified)	34	-2%	1%	?	-9%	23%
COc1ccc(Nc2oc(-c3ccc(F)cc3)nc2C#N)cc1	15	1%	2%	1%	8%	2%
CCOC(=O)C1CCN(S(=O)(=O)c2c(C(=O)N3CCCCC3)c(C)n(C)c2C)CC1	?	-2%	4%	24%	4%	-7%
CCn1c(SCC(=O)C(C)(C)C)nnc1-c1cnccn1	-26	0%	-1%	-15%	-7%	-2%

Entries of single compounds, quoted from the list:
`O=C(OCC(=O)N1CCCC1=O)c1ccc(F)c(S(=O)(=O)N2CCOCC2)c1` reads HCMV antiviral = 6; FBPA Giardia inh = -2%; Sm TGR inh = 1%; HCV inh = 25%; AmpC inh detg = ?; AMA1-RON2 inh = -9%
`CCOC(=O)C1CCN(S(=O)(=O)c2c(C(=O)N3CCCCC3)c(C)n(C)c2C)CC1` reads HCMV antiviral = ?; FBPA Giardia inh = -2%; Sm TGR inh = 4%; HCV inh = 24%; AmpC inh detg = 4%; AMA1-RON2 inh = -7%

Additional structures:
SMILES	HCMV antiviral	FBPA Giardia inh	Sm TGR inh	HCV inh	AmpC inh detg	AMA1-RON2 inh
CCCc1cnc2c(c1SCC(=O)N1CCC(C)CC1)c(=O)n(C)c(=O)n2C	-35	·	10%	·	4%	·
COc1ccc(N2CCN(C(=O)Cn3cnc4c(cnn4-c4ccc(C)cc4)c3=O)CC2)cc1	23	4%	-3%	?	-7%	0%
Cc1ccc(S(=O)(=O)N2CCOCC2)cc1C(=O)NC1CCCC1	29	9%	5%	29%	-1%	3%
COC(=O)c1scc2c(=O)cc(C(F)(F)F)[nH]c12	-23	-11%	3%	·	7%	·
NC(=O)CSc1nccn1Cc1ccc2c(c1)OCO2	-30	0%	0%	21%	7%	1%
Cc1cc(=O)oc2cc(OCC(=O)OCC(=O)Nc3ccccc3F)ccc12	-26	0%	-10%	-6%	3%	-6%
O=C(O)C1CCCN1S(=O)(=O)c1ccc(Cl)c(Cl)c1 (stereo unspecified)	10	11%	35%	3%	?	-5%
Cc1cc2c(cc1C)NP(=S)(c1ccccc1)N2	51	·	·	-4%	·	6%
Cc1ccc(N(CC(=O)NCCc2ccccc2)C(=O)c2csnn2)cc1	-88*	2%	6%	-12%	-11%	1%
O=c1c2sc3ccccc3c2[nH]c(=S)n1CCN1CCOCC1	-26	?	-8%	19%	9%	73%[activator]
Cc1ccc(N=Cc2ccc(O)cc2O)cc1F	74	?	?	-3%	-4%	12%
CN(CCN1CCOCC1)C(=O)c1cc(COc2ccc(F)c(F)c2)on1	27	·	30%	7%	-8%	12%
CCN(CC)C(=O)CSc1nc(-c2ccc(C)cc2)nc2c1COC(C)(C)C2	?	0%	4%	8%	-9%	0%
CC(C)c1ccc(CNC(=O)CCc2ccccc2)cc1	20	1%	-2%	12%	-3%	14%
Cc1nnsc1SCCNC(=O)Nc1ccc(Cl)cc1	8	0%	-2%	?	3%	1%
CCOC(=O)[C@@H]1[C@H]2COc3cc(OC)ccc3[C@H]2N2C(=O)N(c3cccc(F)c3)C(=O)[C@@]12C	?	·	·	20%	·	-8%
Cc1ccc(Nc2c(-c3ccc(C)o3)nc3cnccn23)cc1	18	-4%	10µM*	-25%&23%	-16%	0%&0%
CCn1c(CC(=O)Nc2ccc(OC)cc2)nnc1SCC(=O)N1CCOCC1	16	11%	-18%	·	0%	-1%
CCc1ccc(N2CCn3c2nc2c3c(=O)n(CCCc3ccccc3)c(=O)n2C)cc1	?	·	1%	·	27%	·
Cc1cc(O)c(N)c(C)c1Cl	-7	?	-25%	11%	-3%	-6%

Structural class, those above with two or more sulfur atoms (2)
SMILES	HCMV antiviral	FBPA Giardia inh	Sm TGR inh	HCV inh	AmpC inh detg	AMA1-RON2 inh
O=c1c2sc3ccccc3c2[nH]c(=S)n1CCN1CCOCC1	-26	?	-8%	19%	9%	73%[activator]
Cc1nnsc1SCCNC(=O)Nc1ccc(Cl)cc1	8	0%	-2%	?	3%	1%

Going on with the list.
SMILES	HCMV antiviral	FBPA Giardia inh	Sm TGR inh	HCV inh	AmpC inh detg	AMA1-RON2 inh
CCn1c(SCC(=O)Nc2nc(-c3ccccc3)cs2)nnc1-c1ccccc1O	1	-10%	-28%	11µM*	-9%	34%[activator]
CCc1ccccc1-n1c(SCC(=O)Nc2ccc(C)cc2)nc2n[nH]c(C)c2c1=N	-69*	·	3%	·	6%	·
Cc1cc(C)c(S(=O)(=O)NCC(CCC(=O)O)C(F)(F)F)c(C)c1 (stereo unspecified)	-31	10%	-2%	3%	-15%	9%
CC(C)[C@H](NC(=O)Nc1cccc(Br)c1)C(=O)O	-11	7%	4%	12%	-4%	-1%
Cc1ccccc1C(=O)N/N=C/c1ccncc1	-34	·	3%	6%	-8%	-2%
COc1cc(S(=O)(=O)NCc2ccncc2)c(OC)cc1Br	-37	·	0%	?	-8%	4%
CCCCOc1ccc(C(=O)NCCOc2cccc(OC)c2)cc1	4	5%	12%	-18%	0%	2%
CCN(CC(=O)Nc1c(F)cccc1F)C(=O)CC1CCCCC1	-24	·	-6%	-3%	-7%	9%
Cc1cccc(Cn2nnc3c(=O)[nH]c(C4CCN(C(=O)c5ccccc5F)CC4)nc32)c1	-9	·	-4%	·	-1%	·
COc1cc(C(=O)NCC(c2ccco2)S(=O)(=O)c2ccccc2)cc(OC)c1OC (stereo unspecified)	184	·	-13%	·	1%	·
O=S(=O)(NCCO)c1cccc2cccnc12	26	0%	4%	4%	?	-4%
CCC(C)(C)NC(=O)C(c1cccn1C)N(C(=O)Cn1nnc2ccccc21)c1ccc(NC(C)=O)cc1 (stereo unspecified)	?	-1%	-4%	-2%	3%	-1%
COC(=O)CC1=C(C(=O)OC)C2(C(=O)N(C)c3ccccc32)C(C#N)=C(N)O1 (stereo unspecified)	78	-25%	0%	10%	-13%	10%
N/C(=N\c1nc2c(c(=O)[nH]1)CCC2)Nc1cccc(Cl)c1	-28	-3%	1%	1%	3%	-4%[2.32 µM]
COc1ccc(OCCNS(=O)(=O)c2ccccc2)cc1	56	12%	0%	-2%	-14%	-3%
CCc1nnc(NC(=O)c2cccc(S(=O)(=O)N3CCCCC3)c2)s1	-27	·	-25%	26%	-4%	26%
O=c1oc2cc([N+](=O)[O-])ccc2nc1/C=C(\O)c1cccc(Br)c1	-10	?	-28%	1%	7%	61%[activator]
CCOc1ccccc1C1CC(c2ccccc2)Nc2nc(N)nn21 (stereo unspecified)	-5	-12%	4%	14%	-14%	-2%
CCC(C)N(C)C1CCN(C(=S)Nc2ccc(OC)cc2)CC1 (stereo unspecified)	18	15%	?	39%[activator]	2%	-1%
C=CCNC(=S)NNC(=O)c1cc(Cl)ccc1OC	22	0%	3%	-5%	1%	57%[activator]
O=C(NCc1ccncc1)C1CCCN1S(=O)(=O)c1ccc(Cl)cc1 (stereo unspecified)	46	·	6%	-9%	2%	-8%
COc1cc(OC)c(N(C)S(=O)(=O)c2cccc(C(=O)NC(C)C3CC4CCC3C4)c2)cc1Cl (stereo unspecified)	-30	5%	1%	?	-3%	-8%
CCC1CCCCN1C(=O)Nc1cc(Cl)ccc1OC (stereo unspecified)	1	-4%	10%	-6%	?	-2%
C=CCN1C(=O)C2(C(C(=O)OCC)=C(N)Oc3ccccc32)c2c1c1ccccc1oc2=O (stereo unspecified)	-18	-1%	1%	16%&5%	1%	15%
O=C(Nc1cccnc1Cl)C1CCCN(c2ncnc3c2nc2n3CCCCC2)C1 (stereo unspecified)	7	·	-3%	-6%	-6%	22%
CCOC(=O)C1=NN(C(=O)c2ccc(C)cc2)C(O)(c2ccc(Cl)cc2)C1 (stereo unspecified)	-6	23%	-9%	-23%	4%	101%[activator]
O=C1C2CC=C(Cl)CC2C(=O)N1c1ncn[nH]1 (stereo unspecified)	30	-13%	-1%	3%	0%	0%
O=C(COc1ccc(Br)cc1)NCCCNC(=O)c1cccnc1	-23	11%	14%	18%	7%	7%
CCc1ccc(-c2csc(-c3cc4cc(Br)ccc4oc3=O)n2)cc1	24	·	-5%	·	2%	·
Cc1cccc(OCC(=O)NC2CCCC2)c1	26	0%	-14%	-4%	-14%	-8%
CC(C)N(C)Cc1nnnn1CC(=O)N(C)Cc1ccc(F)cc1	32	6%	0%	2%	4%	1%
Cc1nn(Cc2ccccc2)c(C)c1C(=O)NCCN1C(=O)S/C(=C\c2ccc(F)cc2)C1=O	2	-7%	-1%	-18%	-1%	10%
COC(CNC(=O)c1ccc(N2CCC3(CC2)OCCO3)c([N+](=O)[O-])c1)OC	4	6%	-13%	-8%	-8%	0%
CCCc1n(CC(O)COC2CCCCC2)c2ccccc2[n+]1C (stereo unspecified)	-16	2%	0%[57.1 µM]	-19%	-13%	-12%
O=C(CSc1n[nH]c(-c2ccco2)n1)Nc1sc2c(c1C(=O)Nc1ccccc1)CCCC2	18	-6%	-21%	?	-15%	6%
O=C1Nc2ccccc2S/C1=C/c1cccs1	72	2%	1%	6.3µM*	0%	-8%
Cc1ccc(-n2ncc3c(=O)n(CC(=O)N4CCCCCC4)cnc32)cc1	-16	3%	13%	-1%	?	1%
Cc1ccc(NC(=S)N/N=C2/CCCCc3ccccc32)cc1	22	7%	1%	-22%	-11%	37%[activator]
Clc1ccc(-c2cn3cc(Cc4ccccc4)sc3n2)cc1	58	·	6%	·	0%	·
Cc1ccc(S(=O)(=O)N2[C@@H](c3cccc(Cl)c3)C(C(=O)O)=CC[C@H]2c2ccc(Cl)cc2)cc1	-26	·	-2%	27%	0%	18%
CCCCNC(=O)c1ccccc1NC(=O)c1ccc2c(c1)OCO2	?	-1%	·	?	-5%	-9%
COc1nc(/C=C/N(C)C)c([N+](=O)[O-])c(OC)n1	0	-3%	0%	?	-4%	-4%
Cn1c(CC(=O)NNC(=O)c2ccc(Cl)nc2)nc2ccccc21	26	·	·	-14%	·	113%[activator]
CN(CC(=O)NC1CCCCCC1)S(=O)(=O)c1ccc(F)cc1	23	·	1%	10%	1%	5%
COc1ccccc1C(=O)NCC(=O)N/N=C/c1cn[nH]c1-c1ccccc1	32	5%	-8%	3%	-8%	37%[activator]
COc1cccc(NC(=O)N2CCC(C(N)=O)(N3CCCCC3)CC2)c1	35	3%	-12%	4%	0%	1%

Assay outcomes (PubChem)
